Pf growth 96h: P. falciparum growth inhibition at 96 hours; Potency, µM (series often up to 28.7 µM), for the others: at the highest dose activity change, negative = inhibition, hits mostly inhibitors; P. falciparum luciferase reporter growth, 96 h; 6.9% of 320,000 active; further: potency means the concentration at half of the fitted maximal effect; on the % scale 0 is the no-effect control and ±100 the full control effect
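Cell-based qHTS: luciferase-tagged P. falciparum in erythrocytes (2% hematocrit, 0.05% parasitemia final) incubated with compounds for 96 hours, 37 C, 5% CO2; luciferase detection reagent then added and luminescence measured.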
LmPK inhibitor: LmPK (Leishmania mexicana) enzyme inhibition; AID 1721; Potency, µM (titrated, usually from 57.5 µM), inactives show at the highest dose activity change, negative = inhibition, usual class: inhibitors; 0.37% of 290,000 active; purified LmPK, Kinase-Glo ATP luminescence, 1 h; further: potency means the concentration at half of the fitted maximal effect; on the % scale 0 is the no-effect control and ±100 the full control effect
Target sequence (Q27686 whole entry, looked up): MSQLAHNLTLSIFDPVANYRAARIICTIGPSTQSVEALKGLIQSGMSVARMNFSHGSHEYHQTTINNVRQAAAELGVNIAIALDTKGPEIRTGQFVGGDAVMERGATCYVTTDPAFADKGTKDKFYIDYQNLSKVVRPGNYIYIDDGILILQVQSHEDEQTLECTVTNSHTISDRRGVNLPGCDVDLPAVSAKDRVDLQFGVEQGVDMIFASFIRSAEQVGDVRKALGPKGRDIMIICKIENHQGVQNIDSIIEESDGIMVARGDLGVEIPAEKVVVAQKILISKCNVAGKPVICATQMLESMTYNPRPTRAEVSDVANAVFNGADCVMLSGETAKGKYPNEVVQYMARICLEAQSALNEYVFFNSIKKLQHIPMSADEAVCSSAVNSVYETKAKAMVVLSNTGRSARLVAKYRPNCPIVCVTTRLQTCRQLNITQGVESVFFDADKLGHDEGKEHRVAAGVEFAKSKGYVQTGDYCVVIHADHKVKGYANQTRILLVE
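Purified LmPK (0.1 nM) converted ADP (0.1 mM) to ATP with PEP (0.5 mM) in imidazole buffer pH 7.2 with KCl and MgCl2, 1 h at room temperature. ATP was read by Kinase-Glo luminescence; data normalized to uninhibited and no-enzyme controls.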
Shiga toxin inh: inhibitors of Shiga toxin in Vero cells; Vero cells, Shiga toxin protein synthesis inhibition reporter; inhibition, % at 38.7 µM; 9.2% of 290,000 active; in the data active means inhibition mostly above about 28%, no sharp cut-off; inactive means mostly below about 43%; further: 0% is about no effect
Pf growth 48h: inhibits P. falciparum growth in the first generation, 48 h | 5.9% of 310,000 active | Potency, µM (titrated, usually from 28.7 µM), for the others: at the top dose activity change, negative = inhibition, actives largely listed as inhibitors | P. falciparum luciferase growth in erythrocytes, 48 h; further: potency means the concentration at half of the fitted maximal effect; on the % scale 0 is the no-effect control and ±100 the full control effect
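Luminescence readout; reporter = integrated firefly luciferase in P. falciparum. RBC culture at 2% hematocrit, 0.1% parasitemia final, 37 C/5% CO2; decreased signal taken as growth inhibition.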
AMA1-RON2 inh: AMA1-RON2 (P. falciparum) interaction inhibition | 0.2% of 360,000 active | AlphaScreen AMA1-biotinylated RON2 peptide binding | Potency, µM (highest dose often 58.2 µM), inactives show at the top dose activity change, negative = inhibition, most hits filed as inhibitors | AID 720542;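 further: potency means the concentration at half of the fitted maximal effect; 0% = vehicle wells and -100% = peptide control; nearly all actives have a fitted effect of over 45% in size; some results filed as inactive show a strong effect at the top dose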
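AMA1 (3D7) with his tag at 25 nM final met compounds first, then biotinylated RON2 peptide at 25 nM; detection used donor plus acceptor beads, 10 µg/mL apiece, read by AlphaScreen after 30 min at room temperature.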
Tb PYK inh: T. brucei pyruvate kinase inhibition | Potency, µM (series often up to 76.8 µM), for the others: at the highest dose activity, negative = inhibition, actives largely listed as inhibitors | 0.12% of 410,000 active | Q57TT1 | TbPYK enzyme, Kinase-Glo Plus ATP luminescence, 45 min; further: potency means the concentration at half of the fitted maximal effect; on the % scale 0 is the no-effect control and ±100 the full control effect; nearly all actives have a fitted effect of over 50% in size
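Assay buffer: 50 mM TEA pH 7.2, 100 mM KCl, 10 mM MgCl2, 0.05% BSA, 0.01% Tween-20. Pyruvate kinase from T. brucei plus substrate met compound, then ADP (130 uM final). Luminescence was read post 45 min RT.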
CHX counter: counter-screen hit for Shiga toxin inhibitors, cycloheximide; 12% of 300,000 active; cell reporter, cycloheximide protein synthesis inhibition counterscreen; max response, %; AID 2314; in the data active means max response mostly above about 13%, no sharp cut-off; inactive means mostly below about 14%; further: read at 38.3 µM for the half of the compounds with a filed dose; 0% is about no effect
An asterisk follows results filed as active; & = joins results of further samples; [ ] = dose if it differs, or a comment. Unless noted, the call rests on the fitted dose curve; in most records, active means well fitted curve in the direction sought with a large enough effect; inconclusive means small, poorly fitted or top-dose-only effect, or another doubt; inactive means no such curve, though single readings can be large; an effect the other way counts as inactive or inconclusive.

What do the screens show for `COc1cc(CNC(C)(C)CO)cc(Br)c1OCc1ccccc1`?
Pf growth 96h: inconclusive; LmPK inhibitor: 4%; Shiga toxin inh: -6; Pf growth 48h: inconclusive; AMA1-RON2 inh: 19%; Tb PYK inh: 0%; CHX counter: 6

How did CSc1ncc(Cl)c(C(=O)Nc2cccc(C)c2)n1 do in these assays?
Pf growth 96h: -2%; LmPK inhibitor: 1%; Shiga toxin inh: 1; Pf growth 48h: -14%; AMA1-RON2 inh: -9%; Tb PYK inh: -8%; CHX counter: 2

What do the screens show for `Cc1ccc(S(=O)(=O)NC2=NCCCCC2)cc1`?
Pf growth 96h: 0%; LmPK inhibitor: 1%; Shiga toxin inh: -23; Pf growth 48h: 9%; AMA1-RON2 inh: -1%; Tb PYK inh: -9%; CHX counter: -1

How did O=C(COc1ccc(Cl)cc1Cl)NCCCN1CCOCC1 do in these assays?
Pf growth 96h: -9%; LmPK inhibitor: 2%; Shiga toxin inh: -6; AMA1-RON2 inh: 11%; Tb PYK inh: 0%; CHX counter: -4

What do the screens show for `C=CCOc1nc2c(c(=O)n(C)c(=O)n2C)n1Cc1ccccc1`?
Pf growth 96h: -2%; LmPK inhibitor: -1%; Shiga toxin inh: 12; Pf growth 48h: -6%; AMA1-RON2 inh: -1%; Tb PYK inh: 4%; CHX counter: -1

What do the screens show for `Cc1onc(-c2ccccc2)c1C(=O)OCC(=O)Nc1ccc2c(c1)OCO2`?
Pf growth 96h: inconclusive; LmPK inhibitor: 6%; Shiga toxin inh: -7; Pf growth 48h: inconclusive; AMA1-RON2 inh: -8%; Tb PYK inh: -12%; CHX counter: -3

How did CN(CCOC(=O)/C=C/c1ccccc1)C(C)(C)C do in these assays?
Pf growth 96h: 47%[activator]; LmPK inhibitor: -1%; Shiga toxin inh: -4; Pf growth 48h: 2%; AMA1-RON2 inh: 9%; Tb PYK inh: -3%; CHX counter: 9

What do the screens show for `O=C1NC(c2ccc(F)cc2)Oc2ccccc21` (centres undefined)?
Pf growth 96h: -56%; LmPK inhibitor: -8%; Shiga toxin inh: -16; Pf growth 48h: 0%; AMA1-RON2 inh: -2%; Tb PYK inh: 0%; CHX counter: -1

Results for CCN(CC)CCOCCOc1cc(C)c(Cl)c(C)c1 ?
Pf growth 96h: -16%; LmPK inhibitor: -1%; Shiga toxin inh: -9; AMA1-RON2 inh: -3%; Tb PYK inh: 0%; CHX counter: -4

What do the screens show for `CN(C)/C=C(\C=O)c1ncc(C(F)(F)F)cc1Cl`?
Pf growth 96h: inconclusive; LmPK inhibitor: -5%; Shiga toxin inh: -2; Pf growth 48h: 103%[activator]; AMA1-RON2 inh: 0%; Tb PYK inh: 2%; CHX counter: 7

What do the screens show for `Cn1c(SCC(=O)Nc2nnc(-c3ccccc3)o2)nnc1C1CC1`?
Pf growth 96h: -27%; LmPK inhibitor: 1%; Shiga toxin inh: -1; Pf growth 48h: 10%; AMA1-RON2 inh: 41%[activator]; Tb PYK inh: 1%; CHX counter: 4

What do the screens show for `O=c1c2ccccc2nc2n1CCC2O` (centres undefined)?
Pf growth 96h: 38%[activator]; LmPK inhibitor: -2%; Shiga toxin inh: -2; Pf growth 48h: 31%[activator]; AMA1-RON2 inh: 2%; Tb PYK inh: 9%; CHX counter: 1

Results for CCC1Oc2ccc(C)cc2N(CC(=O)NCc2cccc(OC)c2)C1=O (centres undefined) ?
Pf growth 96h: 5%; LmPK inhibitor: 0%; Shiga toxin inh: 11; Pf growth 48h: inconclusive; AMA1-RON2 inh: 7%; Tb PYK inh: -2%; CHX counter: 7

How did CC1Cn2c(nnc2-c2cccc(N)c2)S1 (centres undefined) do in these assays?
Pf growth 96h: 47%[activator]; LmPK inhibitor: -6%; Shiga toxin inh: -2; Pf growth 48h: 17%; AMA1-RON2 inh: -3%; Tb PYK inh: 2%; CHX counter: 2

How did COCCCn1cn[nH]c1=S do in these assays?
Pf growth 96h: inconclusive; LmPK inhibitor: 0%; Shiga toxin inh: -17; Pf growth 48h: inconclusive; AMA1-RON2 inh: 1%; Tb PYK inh: -12%; CHX counter: -6

What do the screens show for `CCOC(=O)C(CC)n1cnc2sc3c(c2c1=O)CCC3` (centres undefined)?
Pf growth 96h: -11%; LmPK inhibitor: -1%; Shiga toxin inh: -9; Pf growth 48h: -13%; AMA1-RON2 inh: -4%; Tb PYK inh: 1%; CHX counter: -4

Results for Cc1ccc(CN2C(=O)/C(=C\c3ccc(C(=O)NCc4cccnc4)cc3)Oc3ccccc32)cc1 ?
Pf growth 96h: 1.7µM*; LmPK inhibitor: 2%; Shiga toxin inh: -14; Pf growth 48h: inconclusive; CHX counter: 2

What do the screens show for `Cc1nc(C)c(CCNC(=O)c2cccc(Cl)c2)s1`?
Pf growth 96h: 7%; LmPK inhibitor: 0%; Shiga toxin inh: -11; Pf growth 48h: -15%; AMA1-RON2 inh: 11%; Tb PYK inh: 4%; CHX counter: 0

How did CC(Oc1ccc(Cl)cc1)C(=O)N1CCCc2ccccc21 (centres undefined) do in these assays?
Pf growth 96h: inconclusive; LmPK inhibitor: -8%; Shiga toxin inh: -11; Pf growth 48h: inconclusive; AMA1-RON2 inh: 16%; Tb PYK inh: -11%; CHX counter: 2

Results for N#CCCN=C(NS(=O)(=O)c1ccccc1)c1ccccc1 ?
Pf growth 96h: 8%; LmPK inhibitor: -6%; Shiga toxin inh: -19; Pf growth 48h: 5%; AMA1-RON2 inh: 10%; Tb PYK inh: -3%; CHX counter: 1

Structural class, the compounds so far containing an aryl methoxy group.
What do the screens show for `COc1cc(CNC(C)(C)CO)cc(Br)c1OCc1ccccc1`?
Pf growth 96h: inconclusive; LmPK inhibitor: 4%; Shiga toxin inh: -6; Pf growth 48h: inconclusive; AMA1-RON2 inh: 19%; Tb PYK inh: 0%; CHX counter: 6

Results for CCC1Oc2ccc(C)cc2N(CC(=O)NCc2cccc(OC)c2)C1=O (centres undefined) ?
Pf growth 96h: 5%; LmPK inhibitor: 0%; Shiga toxin inh: 11; Pf growth 48h: inconclusive; AMA1-RON2 inh: 7%; Tb PYK inh: -2%; CHX counter: 7

Later entries:
How did COc1ccc2nc(NC(=O)C3CCN(S(=O)(=O)c4cccnc4)CC3)sc2c1 do in these assays?
Pf growth 96h: -8%; LmPK inhibitor: 7%; Shiga toxin inh: -16; AMA1-RON2 inh: 0%; Tb PYK inh: -1%; CHX counter: -6

Results for O=C(Nc1cccc2nsnc12)c1cccs1 ?
Pf growth 96h: inconclusive; LmPK inhibitor: -15%&-6%; Shiga toxin inh: 99*; Pf growth 48h: 132%&52%[activator]; AMA1-RON2 inh: -1%&2%; Tb PYK inh: 2%&5%; CHX counter: 35*

Results for O=C(CSc1nnc(-c2ccc(Cl)cc2)n1CC1CCCO1)NC1CCS(=O)(=O)C1 (centres undefined) ?
Pf growth 96h: inconclusive; LmPK inhibitor: 4%; Shiga toxin inh: -6; Pf growth 48h: 17%; AMA1-RON2 inh: 0%; Tb PYK inh: 0%; CHX counter: -4

What do the screens show for `O=C1NC[C@H](c2ccccc2)N(CC2CCCCC2)C1=O`?
Pf growth 96h: 18%; LmPK inhibitor: 1%; Shiga toxin inh: -4; Pf growth 48h: -7%; AMA1-RON2 inh: -4%; Tb PYK inh: 3%; CHX counter: -3

How did CC(=O)Nc1ccc(NC(=O)CSc2nnc(C)n2-c2ccccc2)cc1 do in these assays?
Pf growth 96h: -2%; LmPK inhibitor: 5%; Shiga toxin inh: -22; Pf growth 48h: -2%; AMA1-RON2 inh: 6%; Tb PYK inh: 1%; CHX counter: -1

What do the screens show for `CCOc1cc(/C=C2/SC(=S)N(CC(=O)O)C2=O)ccc1OC(=O)c1cccs1`?
Pf growth 96h: 44%[activator]; LmPK inhibitor: 13%; Shiga toxin inh: 8; Pf growth 48h: 44%[activator]; AMA1-RON2 inh: -12%; Tb PYK inh: 4%; CHX counter: 3

Results for Cc1ccnc(NS(=O)(=O)c2ccc(NC(=O)c3ccc(Cl)cc3[N+](=O)[O-])cc2)n1 ?
Pf growth 96h: inconclusive; LmPK inhibitor: -1%; Shiga toxin inh: -6; Pf growth 48h: -24%; AMA1-RON2 inh: 23%; Tb PYK inh: -2%; CHX counter: 7

Results for COc1cccc(-n2c(SCC(=O)N3c4ccccc4CC3C)nnc2-c2ccco2)c1 (centres undefined) ?
Pf growth 96h: 26%; LmPK inhibitor: 3%; Shiga toxin inh: 12; AMA1-RON2 inh: -1%; Tb PYK inh: -7%; CHX counter: 9

Results for CC(C)c1ccc(N2C(=O)CC(NNC(=O)c3cccnc3)C2=O)cc1 (centres undefined) ?
Pf growth 96h: 74%[activator]; LmPK inhibitor: 1%; Shiga toxin inh: 20; Pf growth 48h: 46%[activator]; AMA1-RON2 inh: 2%; Tb PYK inh: 10%; CHX counter: 13

What do the screens show for `O=C(NC1CCN(S(=O)(=O)c2ccc(F)cc2)CC1)c1cccnc1`?
Pf growth 96h: 53%[activator]; LmPK inhibitor: -1%; Shiga toxin inh: 8; Pf growth 48h: -17%; AMA1-RON2 inh: 5%; Tb PYK inh: 5%; CHX counter: -5

Results for COc1ccc(NC(=O)Nc2ccc(Br)cn2)cc1 ?
Pf growth 96h: 377%[activator]; LmPK inhibitor: 5%; Shiga toxin inh: 77*; Pf growth 48h: 18%; AMA1-RON2 inh: 6%; Tb PYK inh: 8%; CHX counter: 20

What do the screens show for `CC(=O)Oc1ccc2ccccc2c1C(NC(=O)C(C)C)c1cccc([N+](=O)[O-])c1` (centres undefined)?
LmPK inhibitor: 3%; Shiga toxin inh: -13; Pf growth 48h: 1.9µM*; AMA1-RON2 inh: -3%; Tb PYK inh: -1%; CHX counter: -2

How did CN1CCN(C(=O)CCS(=O)(=O)c2cc3c(cc2Cl)NC(=O)CO3)CC1 do in these assays?
Pf growth 96h: 48%[activator]; LmPK inhibitor: -12%; Shiga toxin inh: 18; Pf growth 48h: 5%; AMA1-RON2 inh: 10%; Tb PYK inh: 2%; CHX counter: -1

How did CC1CC(C)CN(c2ccc([N+](=O)[O-])cc2-c2nn[nH]n2)C1 (centres undefined) do in these assays?
Pf growth 96h: inconclusive; LmPK inhibitor: 1%; Shiga toxin inh: -11; Pf growth 48h: -4%; AMA1-RON2 inh: -7%; Tb PYK inh: 2%; CHX counter: 7

What do the screens show for `C=CCn1c(SCC(=O)NCC2CCCO2)nnc1C1CCCCC1` (centres undefined)?
Pf growth 96h: 10%; LmPK inhibitor: 6%; Shiga toxin inh: -2; Pf growth 48h: 5%; AMA1-RON2 inh: 16%; Tb PYK inh: -1%; CHX counter: -4

How did COc1cc(C(=O)N2CCN(C(=O)c3cc(-c4ccc(Br)cc4)n[nH]3)CC2)cc(OC)c1OC do in these assays?
Pf growth 96h: -16%; LmPK inhibitor: 1%; Shiga toxin inh: 25; Pf growth 48h: inconclusive; AMA1-RON2 inh: 66%[activator]; Tb PYK inh: -1%; CHX counter: 13

What do the screens show for `O=C1CN(C(=O)c2cc3ccccc3oc2=O)C(c2ccc(F)cc2)c2cc(F)ccc2N1` (centres undefined)?
Pf growth 96h: -23%; LmPK inhibitor: 0%; Shiga toxin inh: -7; Pf growth 48h: 47%[activator]; AMA1-RON2 inh: -1%; Tb PYK inh: 2%; CHX counter: -3
